High-throughput results as filed in PubChem.
TLR9-MyD88 inh: blocks human TLR9 binding to MyD88; Q9NR96+Q99836; CHO BLA complementation TLR9-MyD88, CCF4 FRET ratio; inhibition, % at 4.98 µM; actives 0.21% (n = 340,000); AID 504734;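 active = inhibition above the mean over all tested compounds plus 3 SD, cut at about 21% in these data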;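 also: 0% = DMSO only wells and 100% = clavulanate BLA inhibitor control wells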
SRC1 inh: inhibits human SRC1 coactivator. inhibition, % at 3.6 µM. Q15788. AID 588354. HEK293 GAL4-SRC1 luciferase reporter, luminescence. actives 0.12% (n = 360,000);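 active = inhibition above the campaign mean plus 3 SD, with each screening campaign given its own cutoff, cut at about 60% in these data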;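 also: 0% = DMSO treated cells and 100% = gossypol at 36 µM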
NOD2-RIPK2 inh: blocks binding of human NOD2 to RIPK2. O43353. CHO BLA complementation NOD2-RIPK2, CCF4 ratio. inhibition, % at 4.98 µM. actives 0.38% (n = 360,000). AID 624267; in the data active = inhibition above about 21%;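 also: 0% = vehicle only and 100% = reference blocker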
NR2F2 inh: NR2F2 (human) inhibition, primary screen; P24468; HEK293T NGFI-A luciferase reporter, luminescence; inhibition, % at 8.6 µM; actives 0.7% (n = 370,000);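 active = inhibition above a per-plate cutoff, mean inhibition of test wells between control levels plus 3 SD, cut at about 38% in these data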;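 also: cells cotransfected with COUP-TFII expression vector driving the NGFI-A reporter; 0% = median of COUP-TF2 test wells and 100% = reporter-only cells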
MC4R barr agon: activates human MC4R beta-arrestin recruitment; actives 0.98% (n = 360,000); P32245; U2OS MC4R beta-arrestin complementation, luminescence; percent of melanotan II response, DMSO zero; activation, % at 8.9 µM;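 active = activation above a per-plate cutoff, the mean activation of sample wells on that plate plus 3 SD, cut at about 8% in these data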
EBV LMP1 NFkB: reduces LMP1-driven NF-kappaB luciferase signal; actives 0.69% (n = 350,000); inhibition, % at 12.5 µM; AID 504558; LMP1-induced NF-kappaB luciferase reporter cells, luminescence; in the data active = inhibition above about 41%;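 also: 0% = neutral control wells and 100% = reference inhibitor control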
MC4R antagonist: human MC4R antagonism in cAMP assay; P32245; MC4R-expressing cells, MTII-stimulated cAMP, LANCE TR-FRET; inhibition, % at 6.5 µM; actives 0.48% (n = 360,000);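 active = inhibition above its plate's cutoff, the mean of tested wells on that plate plus 3 SD, cut at about 29% in these data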;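 also: 0% = Melanotan II alone and 100% = Melanotan II plus saturating MCL0020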
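Material – human MC4R-expressing U2OS cells · Repeats – no replicates · Detection – TR-FRET with Eu-cAMP and labeled anti-cAMP, 671 nm · Times – compound 30 min, challenge 1 h, detection 1 h · Compound – single nominal compound dose of 6.5 µM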
SRC3 inh: inhibitors of human steroid receptor coactivator 3 (SRC3) | Q9Y6Q9 | HEK293 GAL4-SRC3 luciferase reporter, luminescence | inhibition, % at 3.6 µM | actives 0.17% (n = 360,000);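 active = inhibition above a per-campaign cutoff, the mean of all compounds plus 3 SD, cut at about 60% in these data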;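 also: 0% = DMSO-treated cells and 100% = gossypol-treated cells at 36 µM; higher means less SRC3-driven luciferase light from the GAL4 reporter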
NCOA2 inhibitor: inhibits human steroid receptor coactivator 2; Q15596; HEK293 GAL4-SRC2 luciferase reporter, luminescence; inhibition, % at 9 µM; actives 0.17% (n = 370,000); AID 651957;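 active = inhibition above the mean inhibition of all tested compounds plus 3 SD, set per campaign, cut at about 52% in these data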;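 also: 0% = DMSO treated cells and 100% = cells given Gossypol at 36 µM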
NR5A2 inv ag: NR5A2 inverse agonism in reporter assay; O00482; HEK293T StAR-luciferase reporter, LRH-1 transfected, 24 h; inhibition, % at 3.6 µM; actives 0.13% (n = 360,000); AID 602396;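 active = inhibition above the mean inhibition of all tested compounds plus 3 SD, cut at about 73% in these data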;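 also: 0% = DMSO wells and 100% = reporter-only cells lacking LRH-1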
ABHD5 PLIN5 PPI: ABHD5-PLIN5 protein interaction inhibition | Q00G26+Q8WTS1 | Split G. princeps luciferase complementation, luminescence, 4 h | inhibition, % at 4 µM | actives 0.78% (n = 360,000) | AID 602281;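 active = inhibition above the mean inhibition across every tested compound plus 3 SD, cut at about 22% in these data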;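 also: 0% = DMSO only wells and the 100% control is not disclosed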
Target sequence (Q00G26 whole entry, looked up): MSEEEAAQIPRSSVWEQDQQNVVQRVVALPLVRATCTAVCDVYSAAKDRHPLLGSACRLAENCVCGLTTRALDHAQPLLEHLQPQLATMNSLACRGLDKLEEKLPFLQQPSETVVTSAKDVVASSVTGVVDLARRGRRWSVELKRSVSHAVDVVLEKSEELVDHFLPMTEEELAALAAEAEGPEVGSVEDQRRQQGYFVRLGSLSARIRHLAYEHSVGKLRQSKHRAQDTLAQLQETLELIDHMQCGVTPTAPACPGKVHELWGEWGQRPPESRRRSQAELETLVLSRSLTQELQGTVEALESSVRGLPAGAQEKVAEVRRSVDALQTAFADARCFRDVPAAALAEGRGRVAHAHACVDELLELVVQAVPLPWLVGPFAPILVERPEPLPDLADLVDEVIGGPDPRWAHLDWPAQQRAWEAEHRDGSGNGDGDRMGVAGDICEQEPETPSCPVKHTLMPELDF
Target sequence (Q8WTS1 whole entry, looked up): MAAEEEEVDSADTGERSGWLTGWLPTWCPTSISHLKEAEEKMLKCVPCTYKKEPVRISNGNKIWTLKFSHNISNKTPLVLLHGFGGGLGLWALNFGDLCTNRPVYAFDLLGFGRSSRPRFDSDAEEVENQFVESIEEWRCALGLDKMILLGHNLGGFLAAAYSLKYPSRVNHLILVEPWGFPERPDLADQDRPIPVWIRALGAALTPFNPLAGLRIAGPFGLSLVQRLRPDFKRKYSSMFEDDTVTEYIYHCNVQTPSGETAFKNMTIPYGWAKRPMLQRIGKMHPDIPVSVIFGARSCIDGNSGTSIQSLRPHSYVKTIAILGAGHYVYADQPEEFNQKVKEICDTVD
Numbers without * were called inactive; . = not tested or not shown. Not all compounds are listed; count on the stated rates, not on these rows.

SMILES | TLR9-MyD88 inh | SRC1 inh | NOD2-RIPK2 inh | NR2F2 inh | MC4R barr agon | EBV LMP1 NFkB | MC4R antagonist | SRC3 inh | NCOA2 inhibitor | NR5A2 inv ag | ABHD5 PLIN5 PPI
Cn1c2c(c(=O)n(C)c1=O)C(CC(=O)Nc1ccccc1F)C(=O)N2 (configuration not stated) | . | -1 | -15 | -3 | -0.1 | . | 4 | 18 | 14 | -1 | 5
CCC(C(=O)Nc1ccc(S(=O)(=O)N2CCN(C)CC2)cc1)c1ccccc1 (configuration not stated) | -6 | -5 | 4 | -5 | -2.4 | -7 | 1 | 7 | -6 | 4 | -11
O=C(CCc1ccccc1)NC(NC(=S)Nc1cccc(Cl)c1)C(Cl)(Cl)Cl (configuration not stated) | 0 | 7 | -2 | 6 | 5.9 | 3 | 15 | -8 | -26 | 4 | -6
COc1ccc(S(=O)(=O)NNC(=O)C2Cc3c(ccc4ccccc34)O2)cc1 (configuration not stated) | -7 | 21 | -2 | 25 | 0.8 | 44* | 0 | 23 | 11 | 8 | 5
CC1(C)CC(=O)c2c(O)cc(OCc3ccc(Br)cc3)cc2O1 | 0 | -95 | -3 | -41 | -1.4 | -72 | 3 | -83 | -67 | -120 | -6
CCc1nc2c(OCc3ccc(Cl)cc3)cccn2c1N(C)C(=O)c1cccs1 | . | 11 | 3 | 11 | 0.6 | . | 10 | 22 | 13 | -23 | 17
O=[N+]([O-])c1cccc(-c2noc(-c3ccco3)n2)c1 | -8 | -90 | 3 | -23 | 0.4 | -34 | -2 | -61 | -34 | -62 | -1
CC(C)(O)[C@H](O)Cc1cc2ccc(=O)oc2cc1O[C@@H]1O[C@H](CO)[C@@H](O)[C@H](O)[C@H]1O | 3 | 8 | 7 | -1 | 1.0 | -2 | 10 | 0 | 3 | -9 | -4
N#Cc1c(C(F)(F)F)cc(-c2ccccc2)[nH]c1=O | 6 | -21 | 10 | 2 | -2.2 | 3 | 6 | -4 | 9 | -10 | -5
COc1cccc(NC(=O)Cn2nnc(C(=O)NCc3ccc4c(c3)OCO4)c2N)c1 | 5 | 5 | 5 | -4 | 1.2 | -2 | -1 | 5 | -28 | -7 | 9
Cc1ccc(C)c(C(=O)COC(=O)Cn2[nH]c(=O)c3ccccc3c2=O)c1 | -5 | -4 | 1 | -7 | -1.9 | 2 | -7 | 14 | -12 | 18 | 2
CCOC(=O)N1CCN(Cc2nc(N)nc(Nc3ccc(OCC)cc3)n2)CC1 | 1 | 10 | -11 | 11 | 1.9 | -7 | 2 | 18 | 3 | 0 | 5
CN1C[C@H]2CON(C)[C@H]2C[C@H]1c1cccc(-c2ccccc2)c1 | -4 | 5 | -5 | -8 | 1.2 | -2 | 9 | 2 | -53 | -7 | -2
CC1(C)CC(=O)C2=C(C1)OC(N)=C(C#N)C21CCN(C(=O)OCc2ccccc2)CC1 | -10 | 0 | -4 | -12 | -1.0 | 1 | 22 | 0 | 4 | 3 | 4
CCN1C(=NCCc2cccs2)N[C@@H](c2cccs2)C(C(=O)OC)=C1C | -6 | -5 | 5 | . | -1.3 | 1 | -7 | -8 | . | -14 | 1
CCCc1nc2nc(C)c(NS(=O)(=O)c3ccc(F)cc3)c(=O)n2[nH]1 | 0 | 4 | -6 | -3 | 0.4 | 0 | 10 | 8 | -14 | -23 | -1
CCCNc1c(NC(=O)COc2ccc(Cl)cc2)c(=O)oc2ccccc12 | 8 | -2 | -5 | 14 | -2.2 | 4 | -1 | 1 | -6 | 15 | -3
CC1CCCCN1C(=O)CSc1nc2ccsc2c(=O)n1Cc1ccccn1 (configuration not stated) | 13 | -51 | -4 | -20 | -0.3 | -9 | 0 | -58 | -32 | -61 | -4
COc1ccc(NC(=O)c2c(N)no[n+]2[O-])cc1 | -6 | 22 | 3 | -42 | -2.1 | -22 | 25 | 37 | -13 | 40 | -1
COc1cccc(-c2nc(CS(=O)(=O)CC(=O)Nc3c(C)cccc3C)c(C)o2)c1 | 2 | 0 | -6 | 4 | 1.1 | 0 | 6 | -2 | -18 | 2 | -4
COc1ccc(-n2c(SCC(=O)NCC3CCCO3)nc3c(c2=O)SCC3)cc1OC (configuration not stated) | -14 | 10 | 4 | 7 | 0.2 | -2 | 8 | -7 | 19 | -3 | 1
O=C(CCNC(=O)N1CC(=O)Nc2ccccc21)NCc1ccc(Cl)cc1 | -6 | 20 | 3 | 2 | -1.0 | 13 | 4 | 17 | -4 | -2 | 1
COc1ccc(NC(=O)Cc2ccccc2)cc1 | -8 | -42 | -1 | -17 | 0.5 | -23 | 5 | -34 | -40 | -26 | -3
COc1cc(OC)c2c(c1)OC(=O)CC2c1cc(OC)c(OC)c(OC)c1 (configuration not stated) | -11 | -9 | -13 | -1 | 0.0 | 2 | 6 | -2 | -10 | 2 | -6
CCCCCN(C(=O)CCC(=O)OCC(=O)Nc1cccc(CC)c1)c1c(N)n(CCCC)c(=O)[nH]c1=O | -9 | 23 | -1 | -1 | -2.3 | -9 | 6 | -5 | 0 | -12 | -2

Copied from the list.
Entry of CN1C[C@H]2CON(C)[C@H]2C[C@H]1c1cccc(-c2ccccc2)c1 under EBV LMP1 NFkB: -2
Entry of CCCc1nc2nc(C)c(NS(=O)(=O)c3ccc(F)cc3)c(=O)n2[nH]1 under SRC1 inh: 4

(continued)
SMILES | TLR9-MyD88 inh | SRC1 inh | NOD2-RIPK2 inh | NR2F2 inh | MC4R barr agon | EBV LMP1 NFkB | MC4R antagonist | SRC3 inh | NCOA2 inhibitor | NR5A2 inv ag | ABHD5 PLIN5 PPI
O=P(CCC(F)(F)F)(CCC(F)(F)F)CCC(F)(F)F | -7 | -28 | -3 | -3 | -0.8 | -3 | 6 | -16 | 15 | -24 | -4
Cc1ccc(NC(=O)c2cccnc2C(=O)O)nc1 | 1 | -19 | 2 | -4 | 1.4 | 19 | 9 | -18 | 20 | -5 | -3
Cn1nnc2sc3c(c2c1=O)CCCC3 | -4 | 4 | -6 | 8 | 3.2 | 2 | -12 | 10 | 3 | -11 | -9
Cc1cc(/C=C2\C(=N)N3N=C(S(C)(=O)=O)SC3=NC2=O)c(C)n1Cc1ccccc1 | -5 | 12 | 7 | -3 | -0.6 | 1 | -5 | 3 | 5 | -18 | 2
O=C(/C=C/c1ccc(Cl)cc1)NC1CC2CCC1C2 (configuration not stated) | 3 | -12 | 1 | -31 | 0.6 | -27 | 3 | -13 | -37 | -15 | 2
CC(C)[C@H](NC(=O)c1ccccc1)C(=O)OCC(=O)Nc1ccc(Cl)cc1C(F)(F)F | -3 | -1 | -6 | 11 | -1.2 | 7 | 4 | 9 | -2 | -17 | -5
Cc1c(NC(=O)Oc2ccccc2)sc(=S)n1C | -4 | -3 | 1 | -3 | -1.6 | 4 | 1 | -9 | 16 | -6 | -7
O=C(Oc1ccc[nH]c1=O)c1ccccc1 | 8 | -11 | -8 | 11 | -1.7 | -2 | 1 | -9 | -31 | -8 | -3
N#Cc1ccccc1NC(=O)COC(=O)c1ccc(F)cc1F | -4 | -5 | -8 | 13 | -0.7 | -1 | 7 | 4 | -28 | 11 | -8
O=C(NC1CCN(C(=O)N2c3ccccc3Sc3ccccc32)CC1)c1ccco1 | -5 | -4 | -7 | 13 | 2.2 | -3 | 17 | 9 | -22 | 8 | 3
Cc1ccc(C)c(NC(=O)C2CC(=O)N(C(C)C)C2)c1 (configuration not stated) | 4 | -4 | 3 | -8 | -0.6 | -1 | 4 | -11 | -22 | 18 | -8
Nc1ncnc2c1ncn2[C@@H]1O[C@H](C(=O)NCC2CCN(Cc3ccccc3)CC2)[C@@H](O)[C@H]1O | . | -2 | -3 | -16 | . | . | . | -2 | -11 | 7 | -3
CCc1ccccc1NC(=O)C1=CN2CCS(=O)(=O)N=C2C=C1 | -7 | -7 | -1 | 8 | -1.5 | -2 | 18 | -16 | -8 | 3 | -4
CCCCn1c(N)c(N(Cc2ccccc2OC)C(=O)c2sccc2C)c(=O)[nH]c1=O | -6 | 0 | -5 | 10 | 3.2 | 7 | 7 | 27 | -37 | 7 | 17
Cn1c(O)c(N=Nc2ccccc2)c2ccccc21 | -3 | -8 | -8 | 15 | -0.4 | -6 | -4 | -13 | -21 | 11 | -4
CC(=O)C1=C(c2ccccc2)N(C(C)=O)n2c(C)nnc2S1 | 0 | -5 | -9 | 10 | -2.7 | 1 | 17 | -10 | 2 | 4 | 18
CC(=O)Nc1ccc(S(=O)(=O)Nc2cc([N+](=O)[O-])ccc2C)cc1 | 3 | -6 | -6 | 0 | -0.2 | -5 | 6 | 9 | -2 | 5 | -3
COc1ccc(C2=CCCC2)c(OC)c1 | 0 | -11 | -7 | -21 | -1.1 | 15 | -8 | 12 | -16 | -4 | 0
CCc1sc(C(=O)Nc2ccsc2C(=O)OC)cc1Br | 2 | -21 | 7 | -10 | 1.2 | 4 | -3 | -3 | -19 | 12 | 1
CC(C)CC(OC(=O)c1ccco1)C(=O)NC1CCCCC1 (configuration not stated) | 7 | 8 | 5 | -2 | -1.6 | -12 | -2 | 7 | -4 | 7 | 1
Cc1ccc(NS(=O)(=O)c2cccc(C(=O)Nc3cccnc3)c2)c(C)c1 | -5 | 2 | -4 | 21 | -2.1 | 6 | 5 | -9 | -1 | -26 | 7
Cc1cc(C)n(-c2nc3c(c(=O)[nH]c(=O)n3C)n2CC(C)C)n1 | -7 | -4 | -6 | 5 | -0.8 | -10 | 2 | 8 | 3 | -8 | 3
COC(=O)CCC(=O)N1CCC(Oc2cccc(C(=O)NCc3ccccn3)c2)CC1 | -2 | 9 | 5 | -19 | 0.1 | 1 | -1 | -2 | 12 | 3 | -3
CN(CC(=O)Nc1ccccc1Br)C(=O)CN1CCN(Cc2cccc(Cl)c2)CC1 | 1 | 4 | -3 | -10 | -2.8 | 2 | 9 | 2 | -3 | -15 | -1
CCN(CC)C(=O)[C@H]1C[C@H](CC(=O)NCCCN(C)C)C(=O)N2CCc3c([nH]c4cc(-c5ccco5)ccc34)[C@]12C | 4 | 2 | -5 | -24 | -2.1 | -1 | 2 | -35 | 12 | -10 | 14
Cc1c(C(=O)N2CCCC2)sc(NC(=O)c2ccc(Cl)cc2)c1C#N | -2 | 6 | 0 | -3 | 0.7 | -1 | -1 | 7 | -18 | 16 | 0
COc1ccc(Cl)cc1S(=O)(=O)Nc1ccc(Cl)cn1 | -3 | 7 | -3 | -7 | 1.7 | -9 | 9 | 5 | -4 | 8 | 5
O=C(NCc1ccccc1)c1cccc(COc2cc(Cl)ccc2Cl)c1 | -4 | -77 | -19 | -31 | 2.4 | -18 | 4 | -61 | -58 | -63 | -8
